FLuc modulator = counter-screen for miR-21 project: firefly luciferase inhibitors or activators. P08659. purified FLuc, Km substrates, luminescence inhibition. Potency, µM (series often up to 57.5 µM), without a hit: at the highest dose activity change, negative = inhibition, usual class: inhibitors. hit rate 6.9% among 360,000; active = well fitted inhibition curve with a large enough effect; inconclusive = small, poorly fitted or top-dose-only effect;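 also: plate controls were vehicle for no effect and reference inhibitor for full effect; nearly all actives have a fitted effect of over 55% in size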
Target sequence (P08659 whole entry, looked up): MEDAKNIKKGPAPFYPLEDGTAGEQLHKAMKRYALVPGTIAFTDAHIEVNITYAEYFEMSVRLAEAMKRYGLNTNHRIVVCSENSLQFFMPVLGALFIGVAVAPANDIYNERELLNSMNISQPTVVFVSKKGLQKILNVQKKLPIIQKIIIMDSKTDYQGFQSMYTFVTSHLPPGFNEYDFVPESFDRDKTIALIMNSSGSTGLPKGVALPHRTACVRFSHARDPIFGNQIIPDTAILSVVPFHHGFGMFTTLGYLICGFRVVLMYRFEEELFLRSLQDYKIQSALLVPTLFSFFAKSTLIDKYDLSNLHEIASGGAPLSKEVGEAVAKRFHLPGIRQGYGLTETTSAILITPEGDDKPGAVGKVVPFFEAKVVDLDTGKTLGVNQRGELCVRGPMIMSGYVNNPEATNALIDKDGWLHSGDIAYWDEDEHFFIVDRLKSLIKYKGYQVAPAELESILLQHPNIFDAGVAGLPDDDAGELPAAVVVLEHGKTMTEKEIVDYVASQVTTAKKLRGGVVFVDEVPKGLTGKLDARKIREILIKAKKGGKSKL
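Purified P. pyralis luciferase (10nM final) with 10uM D-luciferin and 10uM ATP (Km levels) in 50mM Tris acetate pH 7.5, 10mM Mg acetate, 0.01% Tween-20, 0.05% BSA; qHTS 6-point titration, ~60 µM downward; luminescence read.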
* hit, by the source's call; ? = inconclusive. Potency is read from the fitted curve at half-maximal effect. Some of the compounds tested, so the mix of outcomes need not match the whole.

Structure	FLuc modulator
Cc1nn(-c2ccccc2)c2sc(C(=O)Nc3cccc(Cl)c3)cc12	-6.1%
Cn1cc(S(=O)(=O)N2CCCCCC2)cc1C(=O)N1CCN(c2cccc(C(F)(F)F)c2)CC1	-17.3%
CCCNC(=O)Cn1nc(-c2ccc(C)c(C)c2)c2cnc3ccc(OC)cc3c21	-6.0%
COc1cc(C(=O)Nc2cc3c(cc2C)n(C)c(=O)c(=O)n3C)cc(OC)c1OC	0.3%
Cc1cc(C)cc(NC(=O)N2CCC(CN3CCCCCC3)CC2)c1	0.2%
O=C(Nc1ccc(C(F)(F)F)cc1)C(Cc1ccccc1)n1cccc1 (configuration not stated)	-4.4%
Cc1cccc(OCC(=O)Nc2nnc(S(=O)(=O)N3CCc4ccccc43)s2)c1	3.5%
O=C(Nc1ccc(C(=O)N2CCN(c3ccc(Cl)cc3)CC2)cc1)c1nsc2ccccc12	1.07µM*
CC(C)c1cnc2c(c1SCC(=O)Nc1cccc([N+](=O)[O-])c1)c(=O)n(C)c(=O)n2C	-17.5%
COc1ccc(NC(=O)C2CCN(c3ccc(Sc4ccc(C)cc4)nn3)CC2)c(OC)c1	4.7%
COc1cccc(NC(=O)C2CCN(c3nn4cc(-c5ccc(F)cc5)nc4s3)CC2)c1	?
CN(Cc1ccccc1)c1nc2c(S(=O)(=O)c3ccccc3)nnn2c2ccsc12	7.0%
COc1ccc(-c2nc3sc(CCNC(=O)c4ccco4)c(C)n3n2)cc1	21.3µM*
COc1ccc(CCNC(=O)Cn2c(=O)n(-c3ccc(OC)c(OC)c3)c(=O)c3ccccc32)cc1OC	-4.2%
O=C1Nc2c(c(=O)[nH]c(=O)n2-c2ccccc2)C1(NS(=O)(=O)c1ccc(Cl)cc1)C(F)(F)F (configuration not stated)	3.1%

Part of the list above, set out differently:
> Cn1cc(S(=O)(=O)N2CCCCCC2)cc1C(=O)N1CCN(c2cccc(C(F)(F)F)c2)CC1
  FLuc modulator: -17.3%

> CCCNC(=O)Cn1nc(-c2ccc(C)c(C)c2)c2cnc3ccc(OC)cc3c21
  FLuc modulator: -6.0%

> COc1cc(C(=O)Nc2cc3c(cc2C)n(C)c(=O)c(=O)n3C)cc(OC)c1OC
  FLuc modulator: 0.3%

Following part.
Structure	FLuc modulator
CCOc1ccc2oc(=O)cc(CN3CCN(c4ccc(OC)cc4)CC3)c2c1	-0.4%
CC(C)n1c(=N)c(C(=O)NCc2cccnc2)cc2c(=O)n3ccccc3nc21	-4.4%
CCOc1ccccc1CN1CCc2nc(N3CCN(C)CC3)ncc2C1	-1.1%
CCCCOc1ccc(CNC(=O)C2CCCN(c3nnc(-n4c(C)ccc4C)s3)C2)cc1 (configuration not stated)	-5.3%
O=C(CSc1nc2ccccc2nc1Cc1ccc(Cl)cc1)N1CCN(c2ccccc2)CC1	-1.3%
Cc1cccc(N2CCN(C3(c4ccccc4)C(=O)c4ccccc4C3=O)CC2)c1C	-1.6%
CC1=C(c2ccc(C(C)C)cc2)S(=O)(=O)NC1=NCc1ccc(Cl)cc1	-4.4%
CCOC(=O)C1CCN(c2c(C(=O)c3ccc(C)cc3)cnc3ccc(F)cc23)CC1	2.2%
O=C(CS(=O)(=O)c1cccc2nsnc12)NCc1ccccc1Cl	7.5%
CC(C)OCCCNC(=O)CSc1c2c(nc3ccc(Cl)cc13)CCCC2	-6.2%
COc1ccc(-c2nc3n(n2)C(c2cccc(C)c2)C(C(N)=O)=C(C)N3)cc1OC (configuration not stated)	5.2%
CC1CCC(NC(=O)c2ccc3c(c2)N(Cc2cccc(Cl)c2)C(=O)c2ccccc2S3=O)CC1 (configuration not stated)	-1.3%
COC(=O)C1=C(C)N(C(C)C)C(=O)C1(NC(=O)c1ccc(C(C)(C)C)cc1)C(F)(F)F (configuration not stated)	3.1%
CSc1ccc(CCNC(=O)Cn2ncc3c(=O)oc4ccccc4c32)cc1	-2.2%
Fc1ccc(-c2ccc(CNCCSc3nnnn3-c3ccccc3)o2)cc1Cl	-16.7%
COC(=O)c1ccc(C(=O)OC)c(NC(=O)c2ccc(-c3ccccc3)s2)c1	0.0%
O=C(Cc1ccccc1)Nc1sc2c(c1C(=O)Nc1ccc(Br)cc1)CCCC2	5.0%
CCOc1ccccc1NC(=O)CN1CCN(S(=O)(=O)c2ccc(Br)cc2)CC1	-12.0%
COc1ccc(C2C(=O)N(C3CCC(C)CC3)CC(=O)N2Cc2ccccc2Cl)cc1OC (configuration not stated)	-2.9%
Cc1cc(C)cc(NC(=O)C2CCN(S(=O)(=O)c3cn(C)cn3)CC2)c1	4.4%
COc1ccc(OCC(=O)OCc2cc(=O)n3nc(C4CC4)sc3n2)cc1	-4.7%
Cc1ccc2nc(N3CCN(c4cccc(Cl)c4)CC3)c3nnnn3c2c1	-5.2%
COc1ccc(OC)c(NC(=O)N2CCC(CN3CCCCC3)CC2)c1	0.4%
O=S1(=O)c2ccccc2N(Cc2ccccc2)c2ccccc21	-17.9%
CSc1ccc(CCNc2ncnc3onc(-c4ccc(Cl)cc4)c23)cc1	-11.0%
COc1cccc(C2Nc3ccccc3-c3nnc(SCc4ccccc4)nc3O2)c1OC (configuration not stated)	?
COc1ccc2nc3oc(C(=O)N4CCN(c5cc(C)ccc5C)CC4)cc3cc2c1	-16.8%
Cc1ccc(NC(=O)C2CCN(C(=O)c3cnn(-c4ccccc4)c3-n3cccc3)CC2)cc1	-2.3%
CCOC(=O)c1cccc(NC(=O)c2cc3c(-c4cccc(OC)c4)nn(C)c3s2)c1	2.5%
COc1ccccc1N1CCN(c2cc(C)nc3nc(-c4ccc(C)cc4)nn23)CC1	-12.3%

Some of the entries so far, as labelled records.
> COc1ccc(OC)c(NC(=O)N2CCC(CN3CCCCC3)CC2)c1
- FLuc modulator: 0.4%

> O=S1(=O)c2ccccc2N(Cc2ccccc2)c2ccccc21
- FLuc modulator: -17.9%

> CSc1ccc(CCNc2ncnc3onc(-c4ccc(Cl)cc4)c23)cc1
- FLuc modulator: -11.0%

Continuation:
canonical_smiles,FLuc modulator
FC(F)(F)c1cccc(-n2cc(-c3ccccc3)c3c(N4CCCCC4)ncnc32)c1,1.7%
CN(C)c1ccc(C(CNC(=O)c2ccccc2Cl)N2CCc3ccccc32)cc1 (configuration not stated),-7.1%
O=S(=O)(NCC(c1cccs1)S(=O)(=O)c1ccccc1)c1ccc(F)cc1 (configuration not stated),3.9%
CCN1CCc2c(sc(NC(=O)CSc3ccccc3)c2-c2nc3ccccc3s2)C1,-1.4%
Cc1cc(Nc2ccc(Br)cc2)n2nc(-c3ccccc3C)nc2n1,?
O=S(=O)(c1ccccc1)N1CCC(c2ccncc2)CC1,3.7%
CC(NC(=O)c1ccc2c(c1)CCN2S(=O)(=O)c1ccccc1)c1ccccc1 (configuration not stated),4.7%
COc1cccc(NC(=O)C2=C(C)C(=O)OC23CCN(C(C)=O)CC3)c1,-4.6%
CCOc1ccccc1CNC(=O)c1cn(-c2ccc(OC)cc2)c(=O)c2ccccc12,9.53µM*
O=[N+]([O-])c1ccc(C(c2sc3nc(-c4ccco4)nn3c2O)N2CCC3(CC2)OCCO3)cc1 (configuration not stated),?
COc1cccc(CNC(=O)Cn2c(=O)oc3cc(S(=O)(=O)N4CCCC4)ccc32)c1,-4.7%
O=C(CSc1nncn2c1cc1occc12)Nc1ccccc1C(F)(F)F,-6.4%
CCOc1ccc2ncc3c(-c4ccc(C)cc4)nn(-c4cccc(F)c4)c3c2c1,0.1%
CC(C)C(=O)Nc1ccc2nc(SCC(=O)N3CCCC3)sc2c1,-1.3%
Cc1ccc(C(=O)NCC(c2cccnc2)N2CCc3ccccc32)cc1C (configuration not stated),-14.0%
Cn1cc(S(=O)(=O)c2ccccc2)c(=O)c2cc(F)c(N3CCN(c4ccc(F)cc4)CC3)cc21,-0.6%
COc1ccccc1NC(=O)N1CCN(Cc2nc3ccc(C)cc3o2)CC1,0.4%
O=c1c2oc3ccccc3c2n(Cc2cccc(Cl)c2)c(=O)n1Cc1ccc2c(c1)OCO2,-0.3%
CCOc1ccccc1NC(=O)c1sc2nc(-c3ccc(OC)cc3)ccc2c1N,-7.2%
CCC(Oc1ccccc1)C(=O)N1CCN(Cc2cc(=O)n3nc(-c4cccc(C)c4)sc3n2)CC1 (configuration not stated),-6.7%
COc1ccccc1CN1CCC(CNC(=O)c2cnn(-c3ccc(C)c(C)c3)c2C2CCN(C(=O)OC(C)(C)C)CC2)CC1,-1.3%
COc1ccc(NC(=O)Cn2cc(C(=O)c3cccs3)c3ccccc32)cc1,-15.8%
CN(C)c1cccc(C(=O)N2CCC(c3c[nH]c4ccccc34)(c3c[nH]c4ccccc34)CC2)c1,-9.0%
COc1ccc(-n2c(=O)c3ccccc3n(Cc3ccc(F)cc3Cl)c2=O)cc1OC,1.1%
COc1cccc(CN2C(=O)C3(SCC(=O)N3c3ccc(C)c(Cl)c3)c3ccccc32)c1 (configuration not stated),-9.8%
COc1ccc(NC(=O)COCc2cc(-c3ccco3)on2)cc1Cl,-14.3%
CC(C)(C)OC(=O)N1CCC(c2nnc(SCc3ccccc3F)o2)CC1,-6.9%
Cc1cccc(NC(=O)CN2C(=O)COc3ccc(S(=O)(=O)N4CCC(C)CC4)cc32)c1C,-5.2%
COc1ccc(Cn2c(=O)c3cccnc3n(Cc3cccc(F)c3)c2=O)cc1,-19.1%
Cc1cc(C)c(NC(=O)CSc2ncc(S(=O)(=O)c3ccc(C(C)(C)C)cc3)c(=O)[nH]2)c(C)c1,10.7µM*

A run of entries from the list above, as a working copy:
canonical_smiles,FLuc modulator
COc1ccccc1CN1CCC(CNC(=O)c2cnn(-c3ccc(C)c(C)c3)c2C2CCN(C(=O)OC(C)(C)C)CC2)CC1,-1.3%
COc1ccc(NC(=O)Cn2cc(C(=O)c3cccs3)c3ccccc32)cc1,-15.8%

Next part
canonical_smiles,FLuc modulator
CCc1nc(-c2cc(S(=O)(=O)N3CCN(c4ccccc4)CC3)ccc2OC)no1,0.5%
CCCCCN1C(C(=O)c2ccccc2)=C(NC(=O)c2ccccc2Cl)c2ccccc2S1(=O)=O,0.6%
CCNC(=O)CC1C(=O)N(c2cccc(OC)c2)C(=O)N1Cc1ccc(OC)c(OC)c1 (configuration not stated),-0.4%
COC(=O)c1sc2cccc(F)c2c1S(=O)(=O)N1CCN(c2cccc(OC)c2)CC1,4.5%
COc1ccc(-c2nc(SCC(=O)Nc3ccc4c(c3)OCCO4)c(-c3ccc(F)cc3)[nH]2)cc1,1.3%
CSc1ccc(C2c3c(-c4ccccc4O)n[nH]c3C(=O)N2Cc2ccncc2)cc1 (configuration not stated),?
Cc1ccc2oc(C(=O)Nc3sc4c(c3C(=O)NCc3cccnc3)CCCC4)cc(=O)c2c1,-0.6%
Cc1c(CCC(=O)NCCc2ccccc2)c(=O)oc2c(C)c(O)ccc12,-2.0%
CCOc1ccc2c(c1)c(=O)c(C(=O)c1ccc3c(c1)OCO3)cn2Cc1cccc(F)c1,-2.8%
Cc1ccc(NC(=O)Cn2c(=O)nc(-c3ccccc3F)c3cc(Cl)ccc32)c(Br)c1,3.9%
Cc1cc2c(cc1S(=O)(=O)Nc1cccc(Cl)c1C)OCCN2C,-8.2%
Cc1ccc(OCC(=O)Nc2nonc2-c2ccc(Br)cc2)cc1C,-9.6%
CC(C)c1nc2ccc(C(=O)NCCCN3CCN(c4cccc(Cl)c4)CC3)cc2o1,1.4%
COc1ccc2c(c1)c1c(c(=O)n(-c3cccc(C)c3)c(=O)n1CC(=O)NCc1ccc(C)cc1)n2C,-0.2%
CCOc1ccc(NC(=O)Cn2c(=O)n(Cc3ccco3)c(=O)c3oc4ccccc4c32)cc1,-1.6%
Cc1ccc(S(=O)(=O)N2CCN(Cc3ccccc3Cl)CC2)cc1,-13.7%
COc1cc(OC)cc(C(=O)Nc2cc3c(cc2N2CCCCC2)n(C)c(=O)n3C)c1,-0.5%
COC(=O)c1sc(NC(=O)/C=C/c2ccc(OC)c(OC)c2)c(C(=O)OC)c1C,0.8%
Cc1cccc(N2CCN(c3nc4ccc(C(=O)c5ccccc5)cc4n4cnnc34)CC2C)c1 (configuration not stated),-2.6%
COc1ccc(Cl)cc1NC(=O)N1CC(=O)Nc2sc3c(c2C1c1ccccc1)CCCC3 (configuration not stated),-6.5%
CCc1ccc2oc(-c3cc(NC(=O)c4cccs4)ccc3Cl)nc2c1,?
CCN1CCN(c2oc(/C=C/c3ccc(OC)c(OC)c3)nc2C#N)CC1,-1.2%
CCc1ccccc1NC(=O)CN1CCCN(Cc2cc(C)ccc2C)S1(=O)=O,-3.1%
COc1ccc(C(=O)Nc2nnc(S(=O)(=O)N3CCN(c4ccc(F)cc4)CC3)s2)cc1,0.0%
O=C(NCCc1ccccc1)C(=O)NCC(c1ccco1)S(=O)(=O)c1ccccc1 (configuration not stated),4.6%
COc1cccc(N2CCN(C(=O)c3cc4c(=O)n(Cc5cccnc5)ccc4nc3C)CC2)c1,-1.6%
N#Cc1ccccc1NC(=O)C(=O)NCC(c1ccc2c(c1)OCO2)N1CCOCC1 (configuration not stated),0.1%
CCC1CN(C(=O)Nc2cc(Cl)c(OC)cc2OC)c2ccccc2O1 (configuration not stated),-12.5%
O=C(C1CCCN(S(=O)(=O)c2cccc3nsnc23)C1)N1CCN(c2ccccc2Cl)CC1 (configuration not stated),-1.0%
CCc1ccc(S(=O)(=O)c2cn(CC)c3cc(N4CCCCC4)c(F)cc3c2=O)cc1,-1.2%
CCCN(CCC)C(=O)CSc1c2c(nc3ccc(Cl)cc13)CCCC2,-2.1%
CC1(C)O[C@H]2[C@@H](O1)[C@@H](C(=O)Nc1cc(F)ccc1F)O[C@@H]1OC(C)(C)O[C@@H]12,2.1%

Screening data as filed in PubChem BioAssay.
